Bim-Bcl-2 = inhibitors of Bim-Bcl-2 binding, primary screen, biochemical, multiplexed, human Bcl-2 family; inhibition, % at 10 µM; Bead-based flow cytometry, Bim peptide-Bcl-2 binding; hit rate 0.06% among 190,000; AID 950, 2007; Apoptosis regulator Bcl-2 (Homo sapiens), P10415; in the data active means inhibition above about 40%; inconclusive means no clear call, values can overlap the other calls;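 further: 0% = no compound wells with probe peptide and 100% = reference peptide inhibitor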
Target sequence (P10415 whole entry, looked up): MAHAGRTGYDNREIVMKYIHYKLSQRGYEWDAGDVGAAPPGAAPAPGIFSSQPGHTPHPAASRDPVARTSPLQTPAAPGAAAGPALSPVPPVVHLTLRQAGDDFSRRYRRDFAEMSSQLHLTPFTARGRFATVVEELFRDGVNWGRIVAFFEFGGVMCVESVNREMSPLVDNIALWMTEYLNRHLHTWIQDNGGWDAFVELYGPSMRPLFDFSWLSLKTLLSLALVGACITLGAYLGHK
Rac1 mut GTP = GTP binding modulators of activated mutant Rac1, primary screen, biochemical, bead-based flow cytometry, multiplex, fluorescent GTP | Ras-related C3 botulinum toxin substrate 1 (Homo sapiens), P63000 | GST-Rac1 activated beads; actives lie on both sides; 100% means binding = to untreated wells | percent activity (GTP binding), % at 10 µM | hit rate 0.11% among 190,000 | AID 764, 2007;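 active means GTP binding at least 20 percentage points away from the 100% baseline, in either direction, so actives lie on both sides; inconclusive means Compound likely fluorescent itself, or too few beads counted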
Rac1 wt GTP bind = wildtype Rac1 GTP binding modulators, primary screen, biochemical, GST-Rac1 beads, flow cytometry, multiplex. Ras-related C3 botulinum toxin substrate 1 (Homo sapiens), P63000. hit rate 0.27% among 190,000. GTP binding activity (% of control), % at 10 µM. AID 757, 2007. fluorescent GTP binding; actives lie on both sides; 0 = cold GTP competed, 100 = untreated;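 active means GTP binding activity at least 20 points away from the 100% control level, either lower or higher; inconclusive means compound flagged as likely green fluorescent, judged across all proteins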
Cdc42 wt GTP = modulators of GTP binding to wildtype Cdc42, primary screen, biochemical, multiplex bead flow cytometry, Bodipy-GTP; percent activity (GTP binding), % at 10 µM; GST-Cdc42 beads; actives lie on both sides; hit rate 0.2% among 190,000; Cell division control protein 42 homolog (Homo sapiens), P60953;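 active means percent activity GTP binding at least 20 points away from the 100% baseline, either down as inhibitor or up as activator; inconclusive means compound flagged as likely green fluorescent from well-wide comparison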;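 further: median bead fluorescence of bound Bodipy-FL-GTP at 100 nM; 0% = excess unlabeled GTP control and 100% = no compound control; below 100% means less GTP binding so inhibitor and above means activator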
Target sequence (P60953 whole entry, looked up): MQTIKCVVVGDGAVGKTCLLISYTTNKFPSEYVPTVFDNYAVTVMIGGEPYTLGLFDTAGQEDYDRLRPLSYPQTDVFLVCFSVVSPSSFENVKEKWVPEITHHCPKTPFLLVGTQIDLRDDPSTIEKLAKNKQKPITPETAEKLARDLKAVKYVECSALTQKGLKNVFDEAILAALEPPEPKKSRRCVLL
Bim-Bcl-B = inhibitors of Bim-Bcl-B binding, primary screen, biochemical, multiplexed, human Bcl-2 family. Bcl-2-like protein 10 (Homo sapiens), Q9HD36. bead-based flow cytometry, Bim peptide-Bcl-B binding. inhibition, % at 10 µM. hit rate 0.073% among 190,000;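 further: 0% = tracer peptide without compound and 100% = reference inhibitor peptide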
Rab7 wt GTP bind = modulators of GTP binding to Rab7, primary screen, biochemical, wildtype, multiplex bead flow cytometry | GST-Rab7 beads, fluorescent GTP binding; actives lie on both sides; untreated = 100%, excess cold GTP = 0% | GTP binding activity (percent of control), % at 10 µM | hit rate 0.055% among 190,000 | AID 758, 2007;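 active means fluorescent GTP binding to Rab7 beads changed by at least 20 points from the 100% baseline, either direction, mostly lower; inconclusive means compound itself probably fluorescent, or too few beads counted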;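 further: median green fluorescence of bound Bodipy-FL-GTP per Rab7 bead population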
Bfl-1 Bim block = inhibitors of Bim binding to Bfl-1, primary screen, biochemical, multiplexed, bead-based flow cytometry; Bcl-2-related protein A1 (Homo sapiens), Q16548; Bim-Bfl-1 binding inhibition; inhibition, % at 10 µM; hit rate 0.12% among 190,000; AID 1008, 2008;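 further: 0% = wells without compound plus tracer and 100% = blocker peptide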
Bim-Bcl-XL = inhibitors of Bim-Bcl-XL binding, primary screen, biochemical, multiplexed, bead flow cytometry, human Bcl-XL; hit rate 0.04% among 190,000; inhibition, % at 10 µM; AID 1007, 2008; Bim peptide-Bcl-XL binding, fluorescence; Bcl-2-like protein 1 (Homo sapiens), Q07817
Target sequence (Q07817 whole entry, looked up): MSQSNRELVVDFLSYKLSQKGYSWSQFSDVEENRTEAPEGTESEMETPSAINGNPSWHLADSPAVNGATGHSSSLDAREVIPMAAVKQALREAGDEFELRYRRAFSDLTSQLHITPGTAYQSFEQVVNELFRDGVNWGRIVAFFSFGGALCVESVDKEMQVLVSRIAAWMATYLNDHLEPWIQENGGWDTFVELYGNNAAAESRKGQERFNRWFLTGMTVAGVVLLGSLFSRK
Rab2 wt GTP = modulators of GTP binding to Rab2A wildtype, primary screen, biochemical, dog, bead-based flow cytometry, multiplex; GTP binding activity, % at 10 µM; GST-Rab2 wt beads, Bodipy-GTP binding; AID 760, 2007; hit rate 0.19% among 190,000; Ras-related protein Rab-2A (Canis lupus familiaris), P61105;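 active means GTP binding activity at least 20 points away from 100%, either lowered or raised; inconclusive means signal likely due to the compound's own green fluorescence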;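 further: 0% = beads with excess unlabeled GTP and 100% = no-compound control corrected for plate trend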
HRas wt GTP = modulators of GTP binding to HRas wildtype, primary screen, biochemical, bead-based flow cytometry, multiplex. GTPase HRas (Homo sapiens), P01112. GST-Ras wt beads, Bodipy-FL-GTP binding; actives lie on both sides. GTP binding activity, % at 10 µM. hit rate 0.14% among 190,000;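 active means GTP binding activity at least 20% away from the 100% baseline, either lowered as inhibitor or raised as activator; inconclusive means flagged as likely green fluorescent, judged across all proteins in the well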;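 further: 0% = unlabeled GTP competition control and 100% = no-compound control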
Target sequence (P01112 whole entry, looked up): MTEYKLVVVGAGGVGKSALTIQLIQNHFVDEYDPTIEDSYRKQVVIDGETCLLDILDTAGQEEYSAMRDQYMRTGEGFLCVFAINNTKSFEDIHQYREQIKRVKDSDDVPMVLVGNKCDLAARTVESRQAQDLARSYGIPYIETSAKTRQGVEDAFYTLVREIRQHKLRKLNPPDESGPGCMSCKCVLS
Bim-Bcl-W = inhibitors of Bim binding to Bcl-W, primary screen, biochemical, multiplexed, bead-based flow cytometry; Bcl-2-like protein 2 (Homo sapiens), Q92843; Bim peptide-Bcl-W binding; inhibition, % at 10 µM; hit rate 0.02% among 190,000; AID 952, 2007;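 further: 0% = bound tracer without compound and 100% = peptide blocker; higher means less fluorescent Bim peptide bound to Bcl-W beads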
Target sequence (Q92843 whole entry, looked up): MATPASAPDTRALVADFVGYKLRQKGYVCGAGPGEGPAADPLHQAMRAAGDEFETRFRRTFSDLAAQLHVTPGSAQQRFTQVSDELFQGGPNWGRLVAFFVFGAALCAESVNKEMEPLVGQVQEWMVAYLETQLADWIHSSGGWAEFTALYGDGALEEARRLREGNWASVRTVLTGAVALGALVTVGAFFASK
* hit, by the source's call; ? = inconclusive; / = not tested or not shown. Unless noted, no stated cut-off is given here; in the data, active means inhibition above about 40%.

SMILES | Bim-Bcl-2 | Rac1 mut GTP | Rac1 wt GTP bind | Cdc42 wt GTP | Bim-Bcl-B | Rab7 wt GTP bind | Bfl-1 Bim block | Bim-Bcl-XL | Rab2 wt GTP | HRas wt GTP | Bim-Bcl-W
COC(=O)c1ccc(NC(=O)CSC2=Nc3ccccc3C3CC=NN23)cc1 (stereo not given) | -7 | 99 | 99 | 99 | -12 | 102 | -12 | 0 | 100 | 100 | 0
O=C(O)CCC(=O)Nc1sc2c(c1C(=O)Nc1ccccc1)CCCCC2 | -4 | 91 | 96 | 93 | -7 | 102 | 0 | -4 | 94 | 92 | 0
CCOC(=O)CSc1nc(N)cc(=O)[nH]1 | -5 | 98 | 96 | 97 | -3 | 90 | -9 | 0 | 93 | 97 | -3
CCCn1c(SCC(=O)NCc2ccco2)nnc1-c1ccncc1 | 0 | 96 | 99 | 96 | -3 | 103 | -6 | -1 | 99 | 100 | -2
COc1ccc(CCNC(=O)CSc2nnnn2Cc2ccc3c(c2)OCO3)cc1OC | 1 | 100 | 104 | 107 | -4 | 102 | -4 | -6 | 106 | 109 | -4
Cc1ccc(C(=O)NNc2cc(=O)n(C)c(=O)n2C)cc1C | -4 | 100 | 104 | 99 | -10 | 101 | -13 | -7 | 99 | 102 | -4
CC(NCc1ccncc1)C12CC3CC(CC(C3)C1)C2 (stereo not given) | -3 | 97 | 98 | 97 | -3 | 100 | -6 | -2 | 99 | 99 | 0
CC1(C)CC2CC(C)(CN2c2ncnc3ccc(Br)cc23)C1 (stereo not given) | -2 | 95 | 99 | 95 | 1 | 98 | 1 | 0 | 93 | 97 | 4
O=C(COC(=O)c1cccnc1Cl)c1ccc(F)cc1 | 1 | 95 | 94 | 93 | 0 | 96 | -3 | 2 | 95 | 94 | 1
Cc1ccccc1C(O)c1ccccn1 (stereo not given) | -10 | 92 | 97 | 99 | 0 | 100 | -2 | -5 | 100 | 94 | 0
COC(=O)C1=NNC2(c3ccc(Cl)cc3)C(=O)N(c3ccc(Cl)cc3)C(=O)C12 (stereo not given) | 0 | 97 | 101 | 98 | -5 | 100 | -2 | -1 | 97 | 99 | 0
CCOC(=O)c1ccccc1NC(=O)CN(c1ccc(OCC)cc1)S(C)(=O)=O | -3 | 98 | 101 | 102 | -2 | 97 | 0 | -3 | 101 | 97 | -8
Cc1occc1-c1nc(-c2ccccn2)no1 | -10 | 101 | 110 | 102 | -13 | 104 | -21 | -8 | 104 | 104 | -4
CCOC(=O)c1ccc(COC(=O)c2nonc2N)cc1 | 1 | 100 | 104 | 104 | 0 | 101 | -12 | -5 | 101 | 102 | 2
N#Cc1nc(Cc2ccccc2)oc1N1CCN(c2ccccc2)CC1 | 3 | 100 | 111 | 104 | -3 | 101 | 0 | -4 | 106 | 103 | 0
Cc1nc2cc(NC(=O)N3CCCC3)ccc2n1C | 3 | 93 | 94 | 95 | -2 | 93 | -2 | -2 | 92 | 92 | 1
CC(C)NC(C(=O)Nc1cc(Cl)cc(Cl)c1)c1ccccc1 (stereo not given) | -11 | 97 | 102 | 102 | -10 | 100 | -12 | -9 | 98 | 100 | -4
CNCCCC1Sc2ccccc2Oc2ccccc21 (stereo not given) | 11 | 92 | 98 | 99 | -5 | 96 | -2 | -3 | 98 | 96 | -3
O=C(CCC(=O)NNc1nc2ccccc2c2nc(-c3ccccc3)nn12)NCCCN1CCOCC1 | -2 | 94 | 97 | 98 | -5 | 107 | -6 | -3 | 100 | 97 | 0
CCOc1ccc(-c2nc(C)c(C(C)=O)n2O)cc1 | 0 | 97 | 100 | 100 | -21 | 98 | 10 | -9 | 97 | 98 | -6
CCCCCCN=CC1=C(O)CC(C)(C)CC1=O | -7 | 101 | 103 | 101 | -2 | 94 | -7 | -3 | 97 | 98 | -2
CCc1nnc(NC(=O)CSc2nnc(-c3ccccc3NC(=O)c3ccccc3)o2)s1 | 1 | 96 | 102 | 101 | -5 | 104 | -3 | -6 | 100 | 102 | -2
C=CCNC(=S)N1CCC(C(=O)c2ccc3c(c2)OCCO3)CC1 | -2 | 94 | 98 | 97 | -11 | 99 | -6 | -2 | 98 | 96 | -4
COc1ccc([N+](=O)[O-])cc1N(CC(=O)NCc1ccco1)S(C)(=O)=O | -4 | 92 | 96 | 92 | 0 | 96 | -6 | 0 | 93 | 93 | -2
COc1ccc(C2=NN(CN3C(=O)C(=O)c4ccccc43)C(c3ccc(C)cc3)C2)cc1 (stereo not given) | -6 | 102 | 105 | 104 | -2 | 100 | -11 | -2 | 100 | 103 | 3

Next results
SMILES | Bim-Bcl-2 | Rac1 mut GTP | Rac1 wt GTP bind | Cdc42 wt GTP | Bim-Bcl-B | Rab7 wt GTP bind | Bfl-1 Bim block | Bim-Bcl-XL | Rab2 wt GTP | HRas wt GTP | Bim-Bcl-W
O=C(CCc1ccccc1)OCCN1CCOCC1 | 3 | 96 | 96 | 97 | 1 | 95 | 3 | 1 | 99 | 97 | 2
O=C(CNC(=O)c1ccccc1)OCc1cccc([N+](=O)[O-])c1 | 2 | 101 | 104 | 98 | -4 | 99 | 0 | -5 | 100 | 98 | -2
N#Cc1cnc(NN)nc1 | 5 | 95 | 95 | 96 | 5 | 105 | 5 | -4 | 97 | 98 | -3
COc1cc(C)ccc1OCCCCN1CC(C)OC(C)C1 (stereo not given) | -9 | 100 | 106 | 100 | -6 | 104 | -19 | -9 | 101 | 102 | 0
CCN(CC)c1ccc(C(=O)n2cnc3ccccc32)cc1 | 0 | 98 | 100 | 100 | 0 | 97 | -1 | 0 | 100 | 99 | -2
Cc1cccc(-c2noc(CNC(=O)Nc3ccc(F)cc3)n2)c1 | -3 | 97 | 98 | 97 | -2 | 94 | 3 | -2 | 97 | 98 | 0
COc1ccc(C(OC(=O)c2ccco2)C(=O)NCc2ccco2)cc1 (stereo not given) | -5 | 100 | 105 | 106 | -2 | 105 | -3 | -3 | 106 | 105 | -5
COc1ccc(CN2C(=O)c3ccccc3C2C(=O)NCc2cccnc2)c(OC)c1 (stereo not given) | -7 | 100 | 108 | 101 | -7 | 100 | -13 | -10 | 101 | 99 | -6
NC(=O)NC(=O)C[n+]1cccc(/C=N/O)c1 | -5 | 99 | 102 | 100 | -7 | 98 | -7 | -3 | 98 | 99 | -4
CCCC1O[C@@H]2C[C@H]3[C@@H]4CCC5=CC(=O)C=C[C@]5(C)[C@H]4[C@@H](O)C[C@]3(C)[C@]2(C(=O)CO)O1 (stereo not given in full) | 1 | 99 | 99 | 98 | -3 | 98 | 2 | 3 | 98 | 99 | 0
Cc1cc(O)c2c(c1)C(O)(C1OC(CO)C(O)C(O)C1O)c1cccc(O)c1C2=O (stereo not given) | -2 | 99 | 102 | 100 | -9 | 101 | 0 | -4 | 102 | 100 | -5
COc1ccc(CCNC(=O)C2CCN(S(=O)(=O)N3CCC4(CC3)OCCO4)CC2)cc1OC | -3 | 100 | 105 | 101 | -3 | 103 | -1 | -3 | 100 | 101 | -5
Cc1ccccc1C(=O)NC(=S)NC1CCSC1=O (stereo not given) | 0 | 99 | 106 | 102 | 0 | 100 | 0 | -1 | 99 | 103 | 0
O=C(CSc1nnc(-c2ccco2)o1)NC1CCCCC1 | 2 | 93 | 94 | 94 | -2 | 93 | 0 | 0 | 93 | 93 | 0
COCCN1C(=O)c2ccccc2C(C(=O)N2CCN(c3ccccc3)CC2)C1c1ccc(F)cc1 (stereo not given) | -4 | 100 | 103 | 100 | -11 | 98 | -10 | 5 | 100 | 101 | 1
Cn1c(=O)c2cc(S(=O)(=O)NC(Cc3ccccc3)C(=O)NCC3CCCO3)ccc2n(C)c1=O (stereo not given) | 0 | 90 | 93 | 90 | 5 | 92 | 5 | 3 | 91 | 93 | 0
COc1ccc(-c2nc(C#N)c(NCc3ccccc3Cl)o2)cc1 | -2 | 96 | 99 | 99 | 1 | 97 | -2 | 0 | 98 | 97 | 0
CCOc1ccc(N(CC(=O)Nc2ccc(F)c(F)c2)S(=O)(=O)c2c(C)noc2C)cc1 | -11 | 101 | 108 | 104 | -7 | 102 | -10 | -5 | 104 | 102 | 0
CN1CCN(c2ccc(Cl)cc2NC(=O)c2nn(-c3ccccc3)c(=O)c3ccccc23)CC1 | ? | 95 | 96 | 94 | / | 96 | / | / | 93 | 95 | /
COc1cc(/C=C/C(=O)N2CCN(CC(O)COc3ccccc3)CC2)cc(OC)c1OC (stereo not given) | 0 | 92 | 98 | 105 | -8 | 102 | -11 | 0 | 98 | 103 | 3
CC1(C)CC(=O)C(C=NCC2CCN(C(=O)Cc3ccccc3)CC2)=C(O)C1 | -2 | 91 | 96 | 97 | -2 | 104 | -4 | -2 | 95 | 97 | -4
COc1ccc(CC(=O)Nc2cc(=O)n(C)c(=O)n2C)cc1OC | -5 | 96 | 99 | 94 | -8 | 95 | -7 | -5 | 96 | 94 | -5
Fc1ccccc1C(c1nnnn1C1CCCC1)N1CCN(Cc2ccccc2)CC1 (stereo not given) | -1 | 97 | 100 | 100 | 5 | 99 | 8 | 3 | 99 | 99 | 1
CCCOC(=O)c1cccc(NC(=O)C(C)(C)C)c1 | -3 | 91 | 93 | 93 | 0 | 94 | -2 | -4 | 95 | 95 | -4
Cc1cccc(Oc2ccc(Cl)cc2N)c1 | 0 | 95 | 99 | 98 | 1 | 100 | 4 | 0 | 99 | 98 | 0
CCOC(=O)C1C(=O)NC(c2ccccc2)=NC1c1cccc(Br)c1 (stereo not given) | 0 | 97 | 102 | 100 | 1 | 99 | -4 | 1 | 100 | 96 | 0

Single values from above.
Reading of `COc1ccc(CC(=O)Nc2cc(=O)n(C)c(=O)n2C)cc1OC` in Bim-Bcl-2: -5
Reading of `COCCN1C(=O)c2ccccc2C(C(=O)N2CCN(c3ccccc3)CC2)C1c1ccc(F)cc1` (stereo not given) in Bfl-1 Bim block: -10
Reading of `Cc1cccc(Oc2ccc(Cl)cc2N)c1` in HRas wt GTP: 98
